Screens deposited in PubChem by several laboratories.
NR2E3 ag-1: NR2E3 (human) agonism. Q9Y5X4. GST-NR2E3/biotin-RetCOR TR-FRET, 1536-well. inhibition of corepressor binding, % at 4.78 µM. actives 0.12% (n = 320,000). AID 2300;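 active = percent inhibition above the cutoff of mean plus 3 SD of all tested compounds, set per screening campaign, cut at about 20% in these data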;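 note: 0% = DMSO wells and 100% = biotin wells as full block of FRET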
Target sequence (Q9Y5X4 whole entry, looked up): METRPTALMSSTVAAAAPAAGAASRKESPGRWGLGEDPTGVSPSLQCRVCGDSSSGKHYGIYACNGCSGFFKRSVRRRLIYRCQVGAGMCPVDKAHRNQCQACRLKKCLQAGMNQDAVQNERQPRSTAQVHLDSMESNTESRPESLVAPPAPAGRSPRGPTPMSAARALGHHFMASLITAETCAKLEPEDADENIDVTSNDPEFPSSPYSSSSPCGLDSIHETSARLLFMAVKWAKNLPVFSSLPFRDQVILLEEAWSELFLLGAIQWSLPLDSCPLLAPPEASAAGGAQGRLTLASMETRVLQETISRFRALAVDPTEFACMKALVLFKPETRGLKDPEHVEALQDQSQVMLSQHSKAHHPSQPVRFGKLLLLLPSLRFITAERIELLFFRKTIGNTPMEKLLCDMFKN
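System: GST-tagged NR2E3 plus biotinylated RetCOR corepressor; Buffer or medium: pH 7.5 Tris-based buffer; Probe or stimulus: RetCOR corepressor, biotinylated, 7 nM; Doses: compound at 4.8 µM, single dose; Schedule: 5 h incubation at 4 °C; Technique: time-resolved FRET; Evaluation: percent inhibition of TR-FRET ratio; Replication: one well per compound, singlicate testing.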
KKLEB tox: reduces viability of KKLEB cystic fibrosis airway cells; KKLEB CF airway cells viability, ATPlite luminescence, overnight; hits give low values; cells stimulated with P. aeruginosa culture filtrate; activity change (cytotoxicity), % at 5 µM; actives 0.36% (n = 360,000); AID 602141;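 active = corrected activity change at or below -50% at 5 µM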
MITF TRPM1 inh: reduces MITF-dependent TRPM1 promoter luciferase signal | SK-MEL-5 TRPM1 promoter luciferase, 24 h | inhibition, % at 12.5 µM | actives 0.83% (n = 330,000) | AID 488899;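 active = mean inhibition across replicates of 60% or more, whatever share of single replicates reaches that level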; note: values of inactives mirror those of a sister screen read the other way
TWEAK Fn14 block: inhibitors of TWEAK-Fn14 interaction signaling; TWEAK-stimulated Fn14 reporter cells, luciferase luminescence, 8 h; inhibition, % at 10 µM; actives 2% (n = 360,000); AID 1159606; in the data active = inhibition above about 50%
hiPSC survival: enhancers of human iPSC single-cell survival. hiPSC single-cell survival, ATPlite luminescence; 100% = ROCK inhibitor wells, 0% = DMSO. survival enhancement, % at 20 µM. actives 0.044% (n = 360,000). AID 602274; in the data active = survival enhancement above about 18%;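 note: cells exposed to compounds for 16 hours before the ATP read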
Peg3 prom inh: inhibitors of Peg3 promoter; HeLa PEG-Prom luciferase reporter, luminescence, overnight; inhibition, % at 20 µM; actives 1.7% (n = 360,000); AID 588405;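 active = inhibition of at least 50% at 20 µM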
aDG glyco up: increases alpha dystroglycan glycosylation; Pro5-aDG cells, alpha-DG glycosylation AlphaScreen (IIH6); 0% Pro5, 100% B10-LARGE cell signal; activation, % at 10 µM; actives 0.22% (n = 360,000); AID 624168;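 active = activation of at least 8% versus controls, or a plate z-score of at least 8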;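 note: Pro5 are CHO cells carrying HIG-tagged alpha-DG that lacks glycosylation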
NR2E3 ag-2: activates human NR2E3 receptor; inhibition of corepressor binding, % at 3.98 µM; CHO-S Gal4-NCOR/VP16-NR2E3 two-hybrid, luciferase; AID 602229; Q9Y5X4; actives 0.35% (n = 360,000);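 active = inhibition above the mean of all tested compounds plus 3 SD, cut at about 70% in these data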;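 note: 0% = DMSO with NR2E3 transfected cells and 100% = cells lacking NR2E3 construct; higher means lower luciferase signal from less NR2E3 corepressor binding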
CF NFkB block: blocks PAF-induced NF-kB reporter in cystic fibrosis cells | KKLEB NF-kB-GFP reporter, GFP fluorescence overnight | inhibition, % at 5 µM | actives 0.86% (n = 360,000);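 active = at least 50% inhibition at 5 µM, scaled per plate between neutral and stimulator controls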;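 note: PAF is a Pseudomonas aeruginosa culture filtrate used as stimulus; plate controls were PAF-stimulated DMSO wells for no effect and unstimulated DMSO wells for full effect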
Shn3 inh set2: Schnurri-3 reporter inhibition in Clone20 osteoblasts. Clone20 osteoblast Shn3 3'UTR firefly luciferase, 24 h. inhibition, % at 12.5 µM. AID 588674. actives 0.52% (n = 360,000);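 active = mean inhibition of at least 75% with every replicate also reaching 75%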;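 note: 0% = median of neutral control wells and 100% = pilot-screen positive control compound; some compounds past the cut are filed as inactive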
HIF-2a inh: blocks HIF-2a reporter activity; inhibition, % at 18.8 µM; 786-0 RCC cells HIF-2a reporter, luciferase luminescence, overnight; AID 624352; actives 0.72% (n = 360,000);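 active = inhibition of the luminescence signal of 40% or more relative to plate controls, in a single-dose primary screen at 18.75 µM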
* marks the source's active call; other numbers are inactive results; · = not tested or not shown.

#1 CCCOC(=O)c1ccc(Oc2cn[nH]c2-c2ccc(OC)cc2O)cc1
#2 COc1ccc(NS(=O)(=O)c2cc(Br)cc3c2N(C(C)=O)CC3)cc1
#3 COc1cccc(CN2CCC(C(=O)N3CCN(Cc4ccc5c(c4)OCO5)CC3)CC2)c1OC
#4 COCCN1C[C@@H](CO)O[C@@H](n2cnc3c(N4CCN(c5ccccc5)CC4)ncnc32)C1
#5 COc1ccc(/C=C(\C#N)C(=O)Nc2ccc3[nH]c(=O)[nH]c3c2)cc1
#6 C/C(=N\NC(=O)c1cccc2ccccc12)c1cccs1
#7 CCn1cnc2c1c(=O)n(CC(=O)Nc1ccc3c(c1)OC(F)(F)O3)c(=O)n2Cc1ccccc1
#8 Cc1nc(C)n(CC(O)COc2ccc3ccccc3c2)n1 (stereo not drawn)
#9 CC(C)Oc1ccc(/C=N/NC(N)=S)cc1
#10 Cc1ccc(CN2CCN(/N=C/c3cccnc3)CC2)c(C)c1

compound no.	1	2	3	4	5	6	7	8	9	10
NR2E3 ag-1	2.2	0.3	0.5	·	-4.5	0.2	-1.4	-1.0	3.0	-0.4
KKLEB tox	1.1	-6.5	8.3	4.4	2.3	-2.1	-2.3	-9.0	5.4	-7.9
MITF TRPM1 inh	14.0	20.2	0.9	·	7.1	-42.0	-8.6	1.8	-3.3	8.4
TWEAK Fn14 block	22.8	-2.8	8.1	-12.2	-16.2	-4.8	6.9	-1.4	-1.9	-10.8
hiPSC survival	-3.9	0.4	-0.3	2.2	-0.7	-0.5	0.9	-0.7	-1.0	0.3
Peg3 prom inh	19.8	27.8	-3.3	-9.9	9.2	-131.8	12.2	-11.3	-157.2	4.2
aDG glyco up	0.5	-0.1	0.4	0.0	0.0	0.0	-0.3	0.2	-0.3	-0.1
NR2E3 ag-2	11.9	-6.9	-25.1	-2.6	-3.8	-38.1	1.8	-12.6	-44.3	-11.5
CF NFkB block	-0.4	24.5	0.8	16.3	7.3	1.0	0.7	4.1	-13.7	12.2
Shn3 inh set2	43.8	-11.7	1.8	-2.6	0.5	-22.6	9.3	-16.8	-6.6	2.4
HIF-2a inh	7.1	3.9	5.8	-5.9	11.5	-194.8	31.7	-14.6	-177.7	4.6

#11 Cc1ccc(NC(=O)CCC(=O)NNC(=S)Nc2ccccc2)c(C)c1
#12 COc1ccc(Cl)cc1NC(=O)CN1CCC(NC(=O)C2CC2)CC1
#13 Cc1cc(C)n(CCC(=O)N=Nc2c(O)[nH]c3ccc(Br)cc23)n1
#14 CCCn1c(N)c(C(=O)CSc2nnc(Cc3cccs3)n2C2CC2)c(=O)n(C)c1=O
#15 O=C(Cn1c2c(c(=O)n3ncnc13)CCC2)N/N=C/c1ccc(Cl)cc1
#16 CCOc1ccc(-c2nnn(CC(=O)Nc3cccc(OC)c3)n2)cc1OCC
#17 CCn1c(CNC(=O)C23CC4CC(CC(C4)C2)C3)nnc1SCC(=O)Nc1nnc(C)s1
#18 COc1ccc(Cn2c(=O)[nH]c3cc(C(=O)N4CCN(c5ccc(OC)cc5)CC4)ccc3c2=O)cc1
#19 CC1(C(=O)NS(=O)(=O)Cc2cccc(Cl)c2)CCN1C(=O)C1CCCCC1 (stereo not drawn)
#20 O=C(Nc1cc(C(F)(F)F)ccc1N1CCCC1)c1cccnc1

compound no.	11	12	13	14	15	16	17	18	19	20
NR2E3 ag-1	3.3	3.9	0.3	3.4	0.4	0.3	-0.4	1.7	·	0.9
KKLEB tox	5.6	-4.2	9.3	11.4	0.5	-3.5	-1.2	10.2	-8.2	-14.6
MITF TRPM1 inh	-8.6	3.1	-33.0	12.3	8.8	12.1	·	8.8	·	5.1
TWEAK Fn14 block	-3.7	-44.4	-2.3	9.0	2.5	2.1	22.3	21.7	7.4	4.2
hiPSC survival	0.4	-0.4	-0.4	0.4	-0.3	-2.4	0.0	-0.6	-2.5	-0.2
Peg3 prom inh	16.6	-7.2	18.2	15.1	3.7	5.2	1.6	5.9	1.9	16.7
aDG glyco up	0.3	0.0	-0.2	0.2	-0.1	0.2	0.2	-0.1	-0.1	-0.2
NR2E3 ag-2	3.6	-17.0	-41.9	-18.4	-18.6	6.3	-6.8	13.3	13.6	5.8
CF NFkB block	5.1	-2.7	-9.5	-3.2	-14.8	5.6	6.5	4.6	16.7	-3.2
Shn3 inh set2	7.4	7.3	-15.1	17.8	1.5	13.2	-7.4	4.3	-20.5	11.9
HIF-2a inh	17.2	5.6	-46.4	27.2	15.3	14.9	6.6	8.9	12.5	18.9

#21 COc1nc(Cc2ccc(Cl)cc2)nc2ccccc12
#22 COCCn1c(SCC(=O)NC(=O)NCc2ccccc2)nc2ccccc2c1=O
#23 CC(C)CCNC(=O)C(c1ccco1)N(C(=O)Cn1nnc2ccccc21)c1ccc2c(c1)OCO2 (stereo not drawn)
#24 CC(C)c1ccc(NC2=NCC(=O)N2Cc2cccs2)cc1
#25 Cc1ccc(C)c(OCCC(=O)OCC(=O)N2CCN(S(=O)(=O)c3ccc(Cl)cc3)CC2)c1
#26 CC(=O)Nc1ccc(NCN2C(=O)[C@@H]3[C@H]4CC[C@H](C4)[C@@H]3C2=O)cc1
#27 CCCCN(C)/C=N/c1c(C#N)cnn1-c1ccc(C)cc1
#28 CC1(C)CC2(CCO1)N1CC3(C)CN2CC(C)(C1)C3O (stereo not drawn)
#29 CCc1nnc(SCC(=O)Nc2ccc(N3CCOCC3)cc2)n1C
#30 CNC(=O)c1nc(C)n(-c2ccc(Cl)cc2Cl)n1

compound no.	21	22	23	24	25	26	27	28	29	30
NR2E3 ag-1	2.2	-0.3	0.5	1.3	0.9	3.2	1.4	0.4	0.1	-4.1
KKLEB tox	10.0	-25.5	-4.5	-1.2	-0.5	11.4	-28.3	-8.6	0.7	0.1
MITF TRPM1 inh	-2.1	-1.6	9.7	-23.5	-6.7	-11.7	-3.6	-2.4	0.5	2.9
TWEAK Fn14 block	20.6	14.8	5.9	-8.6	10.3	-8.1	-2.8	-6.8	-1.9	0.5
hiPSC survival	-0.6	-0.1	8.2	-1.8	-0.6	1.5	-0.4	0.0	0.0	-2.0
Peg3 prom inh	3.7	1.8	6.2	-91.9	7.6	5.8	7.8	-3.5	7.9	1.8
aDG glyco up	0.8	0.3	0.2	-0.2	0.0	0.1	-0.1	0.3	0.0	0.1
NR2E3 ag-2	-7.7	-2.5	3.9	-20.0	-14.4	-7.9	0.3	19.4	5.2	-27.0
CF NFkB block	-3.6	9.7	14.5	11.6	37.3	-28.4	2.8	4.1	0.1	1.8
Shn3 inh set2	14.1	18.4	5.2	-9.6	12.5	4.7	13.1	-6.0	-5.4	3.6
HIF-2a inh	11.9	16.9	6.5	-107.0	17.8	19.2	13.8	13.3	5.2	12.0

Laid out differently: results already given.
cpd	SMILES	NR2E3 ag-1	KKLEB tox	MITF TRPM1 inh	TWEAK Fn14 block	hiPSC survival	Peg3 prom inh	aDG glyco up	NR2E3 ag-2	CF NFkB block	Shn3 inh set2	HIF-2a inh
21	COc1nc(Cc2ccc(Cl)cc2)nc2ccccc12	2.2	10.0	-2.1	20.6	-0.6	3.7	0.8	-7.7	-3.6	14.1	11.9
22	COCCn1c(SCC(=O)NC(=O)NCc2ccccc2)nc2ccccc2c1=O	-0.3	-25.5	-1.6	14.8	-0.1	1.8	0.3	-2.5	9.7	18.4	16.9
23	CC(C)CCNC(=O)C(c1ccco1)N(C(=O)Cn1nnc2ccccc21)c1ccc2c(c1)OCO2 (stereo not drawn)	0.5	-4.5	9.7	5.9	8.2	6.2	0.2	3.9	14.5	5.2	6.5
24	CC(C)c1ccc(NC2=NCC(=O)N2Cc2cccs2)cc1	1.3	-1.2	-23.5	-8.6	-1.8	-91.9	-0.2	-20.0	11.6	-9.6	-107.0
25	Cc1ccc(C)c(OCCC(=O)OCC(=O)N2CCN(S(=O)(=O)c3ccc(Cl)cc3)CC2)c1	0.9	-0.5	-6.7	10.3	-0.6	7.6	0.0	-14.4	37.3	12.5	17.8
26	CC(=O)Nc1ccc(NCN2C(=O)[C@@H]3[C@H]4CC[C@H](C4)[C@@H]3C2=O)cc1	3.2	11.4	-11.7	-8.1	1.5	5.8	0.1	-7.9	-28.4	4.7	19.2

(next part)
#31 O=C(Nc1ccccc1)NC1CCS(=O)(=O)C1 (stereo not drawn)
#32 CN(C)CCCNC(=S)N(CCCN(C)C)Cc1cc2cc3c(cc2[nH]c1=O)OCO3
#33 COc1ccc(C(C)=O)cc1COC(=O)c1c(C)nn(-c2ccccc2)c1C
#34 O=C(NCc1ccco1)C1CC(c2cccc([N+](=O)[O-])c2)=NO1 (stereo not drawn)
#35 CCOc1ccc(NC(=O)c2ccc(N3CC4CC(C3)c3cccc(=O)n3C4)c(NC(=O)c3ccncc3)c2)cc1 (stereo not drawn)
#36 O=C(CN1CCN(S(=O)(=O)c2ccc(F)cc2)CC1)Nc1ccccc1C(=O)NC1CC1
#37 CC(C)Cc1nc(Cl)c(C#N)c2c1CCCC2
#38 O=C1c2ccccc2C(=O)N1Cc1nn2c(-c3ccc(Cl)cc3)nnc2s1
#39 O=C1CC(c2cccc(Cl)c2)CC(O)=C1C=Nc1cccc(Cl)c1 (stereo not drawn)
#40 O=C(CSc1cccc[n+]1[O-])c1ccc(Cl)cc1
#41 CC(C)(C)C1COc2ccccc2N1C(=O)c1cccc(Cl)c1 (stereo not drawn)
#42 Cc1nonc1NC(=O)CSc1nc2ccccc2[nH]1

compound no.	31	32	33	34	35	36	37	38	39	40	41	42
NR2E3 ag-1	-0.7	2.5	2.7	-0.6	-4.1	·	-1.2	-0.3	0.5	2.5	-0.5	4.1
KKLEB tox	-0.5	8.4	3.9	-7.7	6.0	-11.0	2.5	-5.5	-3.8	3.3	-14.9	-3.7
MITF TRPM1 inh	-11.9	-7.4	-6.3	6.9	-7.7	3.4	0.3	-5.3	5.9	-10.9	-8.7	-1.8
TWEAK Fn14 block	13.6	-3.6	23.6	4.6	5.9	7.4	47.4	-20.9	20.3	-4.2	-12.6	4.4
hiPSC survival	5.2	0.0	-0.2	-1.8	-0.6	-0.6	0.2	-0.4	-1.1	-0.1	-0.4	-1.2
Peg3 prom inh	-10.4	-4.6	23.1	-4.6	-3.9	1.4	18.2	0.9	28.0	-11.4	25.2	0.1
aDG glyco up	-0.3	0.0	0.1	0.0	0.0	-0.4	-0.3	0.4	0.1	0.4	0.4	0.3
NR2E3 ag-2	-4.7	7.5	-30.8	-0.2	-12.1	7.3	-4.2	3.8	10.1	-15.5	1.2	11.9
CF NFkB block	-5.5	-6.0	-17.3	-44.6	-6.9	20.2	35.5	16.3	1.1	-9.6	22.0	-9.0
Shn3 inh set2	-8.0	-31.7	9.8	-15.8	-13.6	18.1	-4.7	-18.4	6.8	0.1	-0.8	-13.0
HIF-2a inh	17.4	10.0	19.4	-10.5	11.0	-8.0	17.2	8.2	11.1	-12.6	6.5	16.6
